697 NFkB inh = inhibitors of PMA/ionomycin-induced NF-kB reporter, 697 cells, primary screen, B-cell NF-kB inhibitor project, cell-based, luminescence, uHTS; AID 435022, 2010; 697 B-cell NF-kB luciferase reporter, 16 h; inhibition, % at 4 µM; hit rate 0.33% among 330,000; in the data active means inhibition above about 35%
EBI2 antag = EBI2 receptor antagonists, beta-arrestin recruitment, primary screen, cell-based, luminescence, 7a,25-OHC stimulation, uHTS. 7a,25-OHC stimulated. inhibition, % at 5 µM. hit rate 0.81% among 360,000. AID 651636, 2012; in the data active means inhibition above about 38%;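 further: enzyme fragment complementation signal reports receptor beta-arrestin coupling in cells; 0% = agonist plus DMSO wells and 100% = wells without agonist; some results beyond the cut were filed as inactive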
Target sequence (P32249 whole entry, looked up, the tested form may be a part): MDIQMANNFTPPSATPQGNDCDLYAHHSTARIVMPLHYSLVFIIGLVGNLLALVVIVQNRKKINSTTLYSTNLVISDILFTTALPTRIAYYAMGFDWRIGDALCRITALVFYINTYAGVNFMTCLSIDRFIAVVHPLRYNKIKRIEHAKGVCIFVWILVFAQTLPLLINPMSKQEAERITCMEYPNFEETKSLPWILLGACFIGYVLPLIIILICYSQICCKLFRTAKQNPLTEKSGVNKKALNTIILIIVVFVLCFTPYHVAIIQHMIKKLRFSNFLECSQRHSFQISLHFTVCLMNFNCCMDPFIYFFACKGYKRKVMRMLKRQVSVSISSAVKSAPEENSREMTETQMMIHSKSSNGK
Apaf-1 inh = inhibitors of human Apaf-1 apoptosome, primary screen, biochemical, DEVD-Rh110 fluorescence, uHTS. AID 489030, 2010. Apoptotic protease-activating factor 1 (Homo sapiens), O14727. hit rate 0.71% among 330,000. reconstituted apoptosome caspase-3 activity. inhibition, % at 20 µM; active means inhibition of at least 40% at 20 µM;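 further: plate controls were DMSO wells for no effect and DEVD-CHO caspase inhibitor wells for full effect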
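Material: reconstituted apoptosome with Apaf-1, cytochrome c, caspase-9, procaspase-3, dATP / Buffer or medium: pH 7.5 Hepes buffer with CHAPS, BSA, DTT / Also added: cytochrome c with DEVD-Rh110 / Schedule: compound with Apaf-1, dATP, procaspase-3 30 min, then 50 min reaction, room temperature / Technique: rhodamine 110 fluorescence at Ex 480/Em 540 nm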
CCR6 antagonist = CCR6 receptor antagonists, primary screen, cell-based, CHO-K1, luminescence, beta-arrestin, uHTS; C-C chemokine receptor type 6 (Homo sapiens), P51684; CHO-K1 CCR6 PathHunter beta-arrestin, CCL20-stimulated; inhibition, % at 20 µM; hit rate 0.49% among 340,000; AID 493098, 2011;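 active means compounds whose inhibition of the agonist-driven luminescence signal at 20 µM reaches about 50%, limit read from the data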;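 further: cells stimulated with CCL20 at 14 nM final; plate controls were DMSO with CCL20 for no effect and DMSO without agonist for full effect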
SENP8 inh = SENP8 protease inhibitors, primary screen, biochemical, luminescence; Sentrin-specific protease 8 (Homo sapiens), Q96LD8; purified SENP8, Z-RLRGG-aminoluciferin cleavage; inhibition, % at 10 µM; hit rate 1.2% among 330,000
Target sequence (Q96LD8 whole entry, looked up): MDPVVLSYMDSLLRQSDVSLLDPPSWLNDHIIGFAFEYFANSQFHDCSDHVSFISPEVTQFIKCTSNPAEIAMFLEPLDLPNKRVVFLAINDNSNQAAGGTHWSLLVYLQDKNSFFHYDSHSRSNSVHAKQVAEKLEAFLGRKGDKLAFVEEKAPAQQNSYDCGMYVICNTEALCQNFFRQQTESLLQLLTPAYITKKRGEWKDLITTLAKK
Gli-Sufu antag = Gli-Sufu pathway antagonists, primary screen, luciferase luminescence, Sufu-KO-LIGHT cells, uHTS; Sufu-KO-LIGHT fibroblasts, Gli luciferase reporter luminescence; hit rate 0.74% among 340,000; inhibition, % at 5 µM; AID 588413, 2011;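 active means inhibition above about 55%, limit read from the data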;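 further: 0% = DMSO-treated cells and 100% = wells with medium but no cells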
UBC13 polyUb = UBC13 polyubiquitin chain formation inhibitors, primary screen, biochemical, TR-FRET, uHTS | inhibition, % at 20 µM | hit rate 0.47% among 330,000; in the data active means inhibition above about 45%, passing the limit was not always enough; inconclusive means no clear call, values can overlap the other calls
Target sequence (P61088 whole entry, looked up): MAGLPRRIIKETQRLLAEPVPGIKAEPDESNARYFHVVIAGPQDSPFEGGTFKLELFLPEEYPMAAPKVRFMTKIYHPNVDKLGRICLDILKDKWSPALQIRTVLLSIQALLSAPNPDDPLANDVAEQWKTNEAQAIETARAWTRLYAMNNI
Jurkat NFkB inh = inhibitors of induced NF-kB luciferase reporter, primary screen, TCR NF-kB activation inhibitor project, cell-based, luminescence, uHTS; Jurkat, PMA/ionomycin-induced NF-kB luciferase reporter; inhibition, % at 4 µM; hit rate 0.53% among 330,000; AID 435003, 2010
* = called active by the depositor; ? = inconclusive; . = not tested or not shown. Unless noted, no stated cut-off is given here; in the data, active means inhibition above about 50%; inactive means the rest. A portion of the library; the hit share may differ from the screen's.

SMILES	697 NFkB inh	EBI2 antag	Apaf-1 inh	CCR6 antagonist	SENP8 inh	Gli-Sufu antag	UBC13 polyUb	Jurkat NFkB inh
O=C(CCNC(=O)N1CCn2c1nc1ccccc12)NCc1ccc(Cl)cc1	2	2	-2	15	-4	-3	3	2
CCc1ccc(/C=C2/SC(=S)N(CCC(=O)Nc3ccc(C(=O)O)cc3)C2=O)cc1	77*	-3	-10	.	85*	.	-24	13
Nc1nonc1C(=O)NCCNc1ccc([N+](=O)[O-])cc1	-5	0	-4	10	-3	3	-10	3
CCC(C)NS(=O)(=O)c1ccc(S(=O)(=O)Nc2cc3c(cc2C(C)=O)OCO3)cc1 (centres undefined)	12	1	4	10	-1	-3	-6	8
CC(NC(=O)C1CCC(C(=O)NC(C)c2ccccc2)CC1)c1ccccc1 (centres undefined)	-12	-4	-13	0	-9	45	-2	19
Cc1cccc(C)c1N1C(=O)CC(N2CCN(S(=O)(=O)c3ccccc3F)CC2)C1=O (centres undefined)	14	-5	-10	12	2	-1	-7	12
Nc1[nH]nc2nc(-c3ccccc3)[nH]c(=O)c12	4	12	-4	0	-5	1	-11	-12
CN(Cc1ccccc1)c1ccc([N+](=O)[O-])cc1C(=O)O	5	9	4	19	-2	3	-5	-18
O=C(CN1C(=O)NC2(CCCc3ccccc32)C1=O)Nc1cc(F)ccc1F (centres undefined)	6	3	5	4	-9	-23	1	2
OC1CCCN(Cc2cccc3ccccc23)C1 (centres undefined)	13	-9	11	-2	0	1	-4	5
COC(=O)c1cc2c(cc1Cl)SC(=NCCCN1CCOCC1)NS2(=O)=O	-7	3	-10	-10	-9	0	4	1
O=C(O)CCn1c(=O)oc2cc(S(=O)(=O)N3CCCC3)ccc21	-5	-5	15	3	-14	3	-7	4
COc1ccc(C(C)(C)C)cc1NC(=O)c1ccoc1C	5	0	8	-14	8	1	11	2
CCOC(=O)N1CCN(S(=O)(=O)c2ccc(C(=O)Nc3nnc(CSC)o3)cc2)CC1	16	-7	3	7	4	0	-15	0
CC/C(=N\NC(=O)OC)c1ccc(OC(F)F)cc1	-5	5	-2	10	0	5	4	-5
COC(=O)c1ccccc1NC=C1C(=O)OC2(CCCCC2)OC1=O	-1	4	8	4	-3	0	-15	8
CC1Cc2cc(/C(O)=C3/C(=O)C(=O)N(CCCn4ccnc4)C3c3cccc([N+](=O)[O-])c3)ccc2O1 (centres undefined)	-6	-3	0	12	-2	-6	-7	12
O=C1C=C(NCc2ccco2)CC(c2ccc(Cl)cc2)C1 (centres undefined)	-14	6	-1	9	2	15	3	0
Cc1ccccc1/C=C/C(=O)NCC(=O)N1CCC(N(C)C2CCCCC2C)CC1 (centres undefined)	4	3	-9	-3	7	45	10	6
COC(=O)C1=C(C)N(CCc2ccc(OC)c(OC)c2)C(=O)/C1=C\c1ccc(O)cc1	8	-5	12	24	-8	-3	-21	-11
COCCNC(=O)C(c1ccc(C)cc1)N(C(=O)CCC(=O)Nc1ccccn1)c1cccc(C)c1 (centres undefined)	8	-10	5	6	-4	-8	-2	-13
CC(C)[C@H](NC(=O)N1CCn2c1nc1ccccc12)C(=O)NCCc1ccccc1	-7	-2	17	21	5	-8	-2	-10
O=C(CN1CCC(O)CC1)N1c2ccccc2C=Cc2ccccc21	4	3	-13	-4	-1	2	-4	-3
Cc1cc(Cl)ccc1OCc1cn2cccnc2n1	-78	-2	-18	8	-9	-67	18	-66
CCN(C[C@H]1N[C@@](Cc2ccccc2)(C(=O)OC)[C@H]2C(=O)N(Cc3ccccc3)C(=O)[C@@H]12)S(=O)(=O)c1ccc(OC)cc1	14	4	24	10	-7	9	-19	-18
Cc1cccc(N2CCN(C(=O)c3ccc4c(c3)NC(=O)C(CSCc3ccc(F)cc3)N4)CC2C)c1 (centres undefined)	8	.	16	.	8	.	-16	0
CCN(CC)CCCN1C(=O)C(=O)/C(=C(/O)c2ccccc2)C1c1cc(OC)ccc1OC (centres undefined)	-11	0	4	-3	-8	-5	-7	-4
Cc1cc(OCC(=O)Nc2ccccc2N2CCCC2)ccc1C(C)C	-3	3	32	21	5	4	1	2
CC(C)n1cc(NC(=O)c2cc(-c3ccccc3)on2)cn1	-132	-9	-1	9	0	-5	1	27
Nn1c(SC/C=C/c2ccccc2)nnc1-c1ccccn1	11	4	-5	7	1	-1	0	-8

Copied from the list.
Apaf-1 inh, `Cc1cc(Cl)ccc1OCc1cn2cccnc2n1` is entered as -18
697 NFkB inh, `CCN(C[C@H]1N[C@@](Cc2ccccc2)(C(=O)OC)[C@H]2C(=O)N(Cc3ccccc3)C(=O)[C@@H]12)S(=O)(=O)c1ccc(OC)cc1` is entered as 14

(next part)
SMILES	697 NFkB inh	EBI2 antag	Apaf-1 inh	CCR6 antagonist	SENP8 inh	Gli-Sufu antag	UBC13 polyUb	Jurkat NFkB inh
Cc1c(/C=N/O)c2ccccn2c1C=O	-1	2	3	23	2	-9	6	4
Cc1ccc(SCc2cc(=O)[nH]c(Nc3nc(C)c4cccc(C)c4n3)n2)cc1	-5	26	6	17	-5	6	-21	-4
COc1cc(/C=N/Nc2nc3ccccc3[nH]c2=O)ccc1O	-2	-3	-17	1	-10	-1	-15	-2
O=S(=O)(c1ccccc1)N1CCN=C1SCc1ccccc1	-12	-1	6	0	-1	-9	-1	4
O=C(Nc1ccc(S(=O)(=O)Nc2ccccc2F)cc1)N1CCCCC1	-14	-14	9	-7	6	-33	-11	5
COc1ccc(C(=O)Nc2cnc3ccccn3c2=O)cc1	-48	0	-2	-6	-8	-47	-8	-68
CCc1cc(=O)oc2cc(OCC(=O)NCCCN3CCCC3=O)c(Cl)cc12	13	12	-13	2	2	6	-1	-6
Cc1ccsc1C(=O)OCC(=O)N(Cc1ccccc1)C(C)C	-5	15	15	15	-8	1	-3	-7
CN(CC(=O)Nc1ccc(Cl)cc1)C(=O)c1cccc(S(=O)(=O)N(C)C)c1	-7	-3	6	-3	-10	1	-10	4
Nc1nonc1-n1nnc(C(=O)N/N=C/c2cccc(Cl)c2)c1CSc1ccc(Cl)cc1	-12	2	13	9	3	-2	0	-12
O=C(Nc1ncn[nH]1)c1ccccc1Br	-17	-5	-2	-1	-9	26	-3	3
CCN1C(=O)/C(=C2/C(=O)N3c4c(cc(OC(C)=O)cc42)C(C)=CC3(C)C)SC1=S	11	22	3	6	-2	11	-46	4
Cc1cccc(C)c1N(C(=O)c1ccco1)C(C(=O)NC1CCCC1)c1ccncc1 (centres undefined)	6	0	-4	11	4	-8	-4	-4
O=C(O)c1cccc(CSc2nnc(-c3ccco3)o2)c1	8	-7	-18	-9	-4	6	-4	4
Cc1c2ccccc2nc2c(F)c(NCCO)c(F)c(F)c12	7	-18	54*	3	-11	-2	-38	5
CN1C(=O)C(C)(C)c2cc(S(=O)(=O)N3CCCC(C(=O)Nc4ccc(Cl)cc4)C3)ccc21 (centres undefined)	-5	10	17	15	1	4	-2	4
Cc1ccc(C(=O)C(OC(=O)CNC(=O)c2ccc(Cl)cc2)c2ccccc2)cc1 (centres undefined)	3	12	31	0	7	1	-2	26
Cc1ccc(C)c(S(=O)(=O)N2CCN(C(=O)Cc3ccsc3)CC2)c1	7	4	15	8	5	2	-1	-2
CCC(=O)N1c2ccccc2-c2nnc(SC)nc2OC1c1ccc(N(C)C)cc1 (centres undefined)	11	8	0	1	-1	-16	-13	-4
O=C(CSc1nc(=O)n(CCCN2CCOCC2)c2c1CCCC2)Nc1cccc([N+](=O)[O-])c1	-4	5	8	20	-6	14	-3	-3
Cc1ccc(C(=O)NCCNc2ccc(Cl)cc2[N+](=O)[O-])o1	19	3	-5	22	-3	4	-96	5
O=C(COc1ccccc1[N+](=O)[O-])N/N=C/c1cccs1	-17	-2	0	5	-8	-8	-9	-31
COC(=O)c1cc(C#N)c(Oc2ccccc2)nc1C	2	1	12	14	-6	5	-1	-19
COc1cc(C2NC(=O)CCC2[N+](=O)[O-])cc(Br)c1OC (centres undefined)	-28	1	7	6	8	19	-1	-33
COc1ccc(CNC(=O)c2onc(C)c2Cl)cc1	16	-4	-3	7	12	-1	-3	3
CN(C)/C=N/c1cc(=O)n(Cc2ccccc2)c(=O)n1C	25	3	-7	-5	8	-6	5	20
COc1ccc(C2CC(c3ccc(OC)c(OC)c3)=NN2C(=O)c2ccccc2)cc1 (centres undefined)	4	10	10	18	4	1	7	3
CSc1ncccc1C(=O)OCC(=O)c1cccs1	1	-1	2	14	-6	-6	5	-9
COC(=O)CSc1nc(C)c(C(=O)Nc2ccccc2C)c(-c2ccc(Cl)cc2)c1C#N	14	9	20	3	1	1	?	-3
COc1cc(-c2nc3cnccn3c2Nc2ccc3c(c2)OCCO3)ccc1O	-7	1	8	19	2	20	4	7
N#C/C(=C\c1cn[nH]c1-c1ccc(Cl)cc1)C(=O)NCc1ccccc1	20	31	22	9	0	-3	8	5
CCCC(=O)Oc1ccc(N(C(=O)CCC)S(=O)(=O)c2cccc([N+](=O)[O-])c2)cc1	20	-8	2	-1	0	4	1	-2
O=c1c2c([N+](=O)[O-])cc([N+](=O)[O-])cc2nc2ccccn12	-18	-14	7	4	2	41	-33	-10
CCn1c(=O)c([N+](=O)[O-])c(NCc2ccc3c(c2)OCO3)c2ccccc21	-4	12	6	15	-2	1	0	5
COc1cc(F)c(C2=CC(=O)C[C@H](c3ccc4c(c3)OCO4)C2)cc1F	6	19	14	9	4	-5	6	3
O=C(N/N=C/c1cccnc1)C(O)c1ccccc1 (centres undefined)	-2	9	-1	7	-2	0	-7	5
C/C(CC(=O)Nc1cccc(Cl)c1Cl)=N\NC(=O)c1ccccc1C	7	0	10	21	-12	7	6	-4
CCc1cccc(C)c1NC(=O)CO/N=C(\C)c1cc2ccccc2o1	5	10	7	6	1	-1	-2	-1
COc1ccc(N2C(=O)N3[C@H](c4ccc(Br)cc4)[C@@H]4C(=O)N(C(C)(C)C)C(=O)[C@@H]4[C@]3(Cc3ccccc3)C2=O)cc1	-1	3	9	-1	7	13	-5	-7
CCOc1cc(NC(=S)NCC2CCCO2)c(OCC)cc1NC(=O)CC (centres undefined)	-25	2	3	10	-3	8	-25	-10
CCN1CCN(CCNC(=O)Nc2ccc([N+](=O)[O-])cc2)CC1	7	-6	-3	3	5	2	1	4
O=C(/C=C/c1cccnc1)c1ccc(O)cc1	-18	1	4	17	-37	-3	-6	-4
N#CCCN(Cc1cccnc1)C(=S)Nc1ccc(OC(F)F)cc1	11	-9	11	0	-7	28	-8	10
O=c1[nH]n(Cc2ccccc2)c(=O)c2ccccc12	-4	10	1	2	-9	-13	-5	-21
COc1ccc(-n2ncc3c2CC(C)(C)CC3NC(=O)CCn2nc(C)cc2C)cc1 (centres undefined)	13	-8	3	18	2	-4	-5	13
CCCCn1c(N)c(N(CCOC)C(=O)c2cc3c(s2)CCCCC3)c(=O)[nH]c1=O	6	0	7	0	-3	-3	-3	7

Quoted at random: two entries already listed
SMILES	697 NFkB inh	EBI2 antag	Apaf-1 inh	CCR6 antagonist	SENP8 inh	Gli-Sufu antag	UBC13 polyUb	Jurkat NFkB inh
N#CCCN(Cc1cccnc1)C(=S)Nc1ccc(OC(F)F)cc1	11	-9	11	0	-7	28	-8	10
CCOc1cc(NC(=S)NCC2CCCO2)c(OCC)cc1NC(=O)CC (centres undefined)	-25	2	3	10	-3	8	-25	-10
